Assay outcomes from PubChem BioAssay.
IDE cell inh: cellular human IDE inhibition; 320,000 tested, 0.41% active; inhibition, % at 5.59 µM; HEK cells, FAbetaB cleavage, fluorescence polarization; P14735;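 active = percent inhibition above the average of all tested compounds plus 3 SD, set per screening campaign, cut at about 16% in these data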;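 note: IDE supplied by intact live HEK cells; FP after avidin binding of uncleaved biotin substrate so inhibition keeps polarization high; 0% = DMSO wells and 100% = 60 µM reference IDE inhibitor Ii1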
IDE act: activators of human insulin-degrading enzyme in cells | HEK cells, FAbeta-B cleavage, fluorescence polarization; 0% vehicle, 100% cell-free pure enzyme wells | P14735 | 340,000 tested, 0.073% active | AID 493087 | activation, % at 5.96 µM;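 active = activation above the mean of all tested compounds plus 3 SD, set per screening campaign, cut at about 17% in these data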
pCIP destab: p/CIP protein destabilization; Q05BA5; F442A p/CIP-EGFP cells, EGFP fluorescence, 16 h; decrease of EGFP signal, % at 10 µM; 290,000 tested, 0.01% active; AID 1984;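 active = EGFP signal decrease of at least 30% at 10 µM or well 3 SD below plate mean, unless failing retest; inactive = the rest, including hits failing retest or dose response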; note: some compounds called inactive have numbers as strong as hits; many of its hits are not listed in these tables
CRFR2-BP antag: blocks CRF-induced signaling of the CRF-BP/CRF-R2 complex. HEK293 CRF-R2/CRF-BP, CRF-induced calcium fluorescence. inhibition, % at 11.8 µM. 350,000 tested, 0.59% active. AID 588475;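 active = inhibition of the ligand-induced calcium signal above about 50% at the single tested concentration, limit read from the data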
HCV NS3 hel inh: inhibitors of Hepatitis C virus NS3 helicase | NS3 helicase DNA unwinding, Cy5 molecular beacon fluorescence | inhibition, % at 10.9 µM | 290,000 tested, 0.56% active | AID 1800;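 active = inhibition above the mean of all tested compounds plus 3 SD, set per campaign, cut at about 35% in these data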;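 note: 0% = DMSO wells and 100% = thioflavine S control wells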
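Assay system: hepatitis C virus NS3 helicase domain fragment enzyme. Also added: annealed dual-labelled DNA beacon duplex, ATP-started. Timing: 1 h reaction at 25 °C, ATP-initiated. Technique: Cy5 fluorescence at 0 and 60 min, beacon hairpin quenching. Evaluation: % inhibition of unwinding. Replication: one well per compound.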
GalR3 antag: blocks the human galanin receptor 3. 360,000 tested, 0.44% active. HEK293 GalR3-CNG cAMP membrane potential fluorescence; galR3 body fused to GalR1 C-terminus. inhibition, % at 3 µM;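 active = inhibition above the screen-wide average plus 3 SD, cut at about 13% in these data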;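 note: forskolin and galanin both at EC90 stimulate the cells; cAMP rise reported by CNG channel membrane potential dye signal; 0% = forskolin plus galanin with DMSO and 100% = forskolin alone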
Target sequence (O60755 1-299 limits assumed): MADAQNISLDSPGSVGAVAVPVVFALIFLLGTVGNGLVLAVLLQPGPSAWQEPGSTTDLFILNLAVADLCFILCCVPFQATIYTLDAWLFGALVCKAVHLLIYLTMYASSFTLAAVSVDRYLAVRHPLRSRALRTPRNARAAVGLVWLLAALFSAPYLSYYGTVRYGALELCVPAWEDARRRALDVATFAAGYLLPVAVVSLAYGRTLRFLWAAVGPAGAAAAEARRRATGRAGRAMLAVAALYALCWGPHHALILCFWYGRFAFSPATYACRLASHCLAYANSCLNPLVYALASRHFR
IMP-1 inhibitor: inhibitors of Pseudomonas aeruginosa IMP-1 metallo-beta-lactamase. inhibition, % at 5.6 µM. AID 1556. 290,000 tested, 0.45% active. purified IMP-1, nitrocefin hydrolysis, epi-absorbance fluorescence;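 active = inhibition above the mean plus 3 SD of all compounds in the same screening run, cut at about 4.5% in these data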;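 note: 0% = IMP-1 with DMSO and 100% = DMSO wells lacking enzyme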
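System: purified recombinant IMP-1 beta-lactamase. Medium: Zinc- and detergent-supplemented HEPES buffer, pH 7.1. Compound: one 5.6 µM dose […]. Schedule: 15 min preincubation plus 25 min reaction at 25 °C. Technique: Epi-absorbance fluorescence, 480 nm excitation, 530 nm emission.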
VIM-2 inhibitor: blocks Pseudomonas aeruginosa VIM-2 metallo-beta-lactamase | inhibition, % at 5.6 µM | 290,000 tested, 0.89% active | purified VIM-2, nitrocefin hydrolysis, epi-absorbance fluorescence;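 active = inhibition above the mean of all tested compounds plus 3 SD, cutoff set per screening run, cut at about 7.5% in these data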;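 note: red hydrolysis product quenches plate fluorescence so inhibitors raise well fluorescence; 0% = enzyme with DMSO and 100% = DMSO without enzyme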
UBC9 SUMO inh: inhibitors of human SUMOylation (UBC9); P63279; HTRF SUMOylation assay, SAE1/SAE2 + UBC9, in vitro; inhibition, % at 35 µM; 290,000 tested, 0.36% active; AID 2006; in the data active = inhibition above about 50%, passing the limit was not always enough; note: strong numbers were not always called active
Target sequence (P63279 whole entry, looked up): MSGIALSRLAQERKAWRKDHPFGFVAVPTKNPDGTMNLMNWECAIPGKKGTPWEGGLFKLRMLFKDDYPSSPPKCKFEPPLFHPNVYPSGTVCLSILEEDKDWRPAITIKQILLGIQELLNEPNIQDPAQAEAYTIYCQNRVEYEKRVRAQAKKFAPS
An asterisk follows results filed as active; x = not tested or not shown.

SMILES	IDE cell inh	IDE act	pCIP destab	CRFR2-BP antag	HCV NS3 hel inh	GalR3 antag	IMP-1 inhibitor	VIM-2 inhibitor	UBC9 SUMO inh
CC(C)CN(C(=O)CSc1nnnn1-c1ccccc1)c1c(N)n(CC(C)C)c(=O)[nH]c1=O	1	3	10	28	3	-4	-3.3	-2.1	11
CN1CCN(C(=O)c2cc(Cl)cc(Cl)c2)CC1	6	4	-5	3	-2	-2	-3.2	-0.7	3
CCN(CC)C(=O)Oc1ccc2oc(=O)cc(-c3cc4cccc(OC)c4o3)c2c1	-1	4	-2	6	-15	-1	-2.8	1.0	7
Cc1occc1-c1nnc(SCC(N)=O)o1	0	5	0	15	-7	1	-1.7	-1.7	-6
CCC(C)(O)C(=O)N[C@H]1CCCN1C(=O)/C=C/c1ccccc1 (stereo partly specified)	-1	-2	x	-1	x	11	x	x	x
CSc1ncccc1C(=O)OCC(=O)N(C)C	-7	3	6	4	-20	0	-3.0	-2.9	-7
O=C(CSc1nnc(C2COc3ccccc3O2)o1)N1CCCC1 (stereo unspecified)	3	6	0	-4	4	-3	1.1	-2.1	9
CC1=NN(C(=O)COc2ccc(C)c(C)c2)C(O)(c2ccc(Cl)cc2)C1 (stereo unspecified)	3	1	4	-9	7	-6	-4.4	-2.5	-21
COc1ccc(C(=O)N=C2SC3CS(=O)(=O)CC3N2c2ccccc2)cc1OC (stereo unspecified)	4	3	-2	9	7	-1	-4.4	-2.9	5
COC(=O)[C@@H](NC(=O)Nc1ccc(OC(F)(F)F)cc1)C(C)C	1	2	-10	13	8	-2	-1.9	-4.3	-16
COc1ccc(OCC(O)CNS(=O)(=O)c2cccc(Cl)c2)cc1 (stereo unspecified)	0	x	-14	7	7	-7	-3.6	-2.5	13
O=c1c2c3c(sc2ncn1/N=C/c1cccnc1)CCCC3	-2	-4	3	-7	-17	-5	-0.4	-3.9	0
CC1CCCCC12NC(=O)N(CC(=O)N1CCN(S(=O)(=O)Cc3ccccc3)CC1)C2=O (stereo unspecified)	-2	4	x	3	x	-7	x	x	x
O=c1cc(CN2CCN(S(=O)(=O)c3ccc4ccccc4c3)CC2)nc2sccn12	-6	6	13	-20	6	0	-4.4	-4.2	-5
O=C(Cc1c(F)cccc1Cl)NNC(=O)c1ccc(Br)s1	-1	2	x	-2	x	-8	x	x	x
COc1ccc(Br)cc1/C=N/n1c(C)nnc1C	1	4	0	-4	7	-3	-3.2	-0.8	-14
COc1ccccc1N1CC(O)=C(c2nc3ccccc3c(=O)[nH]2)C1=N	2	2	6	-8	-7	-2	-3.1	15*	15
COc1ccc(CC(=O)NCc2nnc(SCC(=O)Nc3nccs3)n2-c2ccccc2)cc1	-1	-8	-8	-24	7	x	-2.1	-4.8	0
O=C(NNC(=O)c1ccccc1C(=O)O)c1ccc(O)cc1	2	0	-6	58*	-1	-9	-2.5	-3.2	10
O=c1[nH]c(/C=C\c2ccc(O)cc2)nc(O)c1[N+](=O)[O-]	6	1	-7	-2	5	-10	-4.2	-4.1	6
Cc1ccsc1/C=N/NC(=O)C(N)=O	6	-5	4	15	2	-5	-2.2	-1.2	9
COc1cccc(C(=O)N[C@@H](CCSC)c2nc3ccccc3[nH]2)c1	-3	8	5	12	4	-8	-3.2	-2.2	-12
S=c1[nH]nc(-c2ccncc2)n1/N=C/c1ccccc1Cl	2	x	-6	-5	6	-1	-2.3	-2.6	56
CCc1cc(=O)[nH]c(SCC(=O)Nc2ccc3c(c2)OCCO3)n1	7	6	x	13	x	3	x	x	x
CCOC(=O)c1nnn(-c2nonc2N)c1COc1ccc(F)cc1	8	2	1	22	4	-4	-1.1	-1.3	-4
O=C(Nc1cccc(F)c1)c1ccc(S(=O)(=O)NCC2CCCO2)cc1 (stereo unspecified)	0	-5	-4	6	0	0	-2.9	-3.8	26
Cc1[nH]c(=O)c(C#N)c(C)c1CCC(=O)NCc1cccc(C(F)(F)F)c1	-6	4	-5	4	8	-4	-1.5	-2.2	0
O=C(CCS(=O)(=O)c1ccc2c(c1)NC(=O)CS2)NCc1cccs1	4	0	-3	3	6	-6	-2.8	-2.2	13
CCCOc1ccccc1NC(=O)/C=C/C(N)=O	1	-19	1	8	-8	-4	1.1	-1.3	3
COC(=O)[C@@H](NC(=O)N1CCN(C(=O)C2COc3ccccc3O2)CC1)C(C)C (stereo partly specified)	4	0	2	-15	-4	-9	-1.5	-2.4	3
CCCCNC(=O)N1c2ccccc2CC1C (stereo unspecified)	4	6	-10	-9	2	-6	-2.8	-2.3	15
O=C(NCc1cccc(Cl)c1)c1ccc2nc(N3CCOCC3)sc2c1	1	2	5	-10	-16	1	-3.4	-6.1	1
CCOC(=O)c1[nH]c2ccc(OC)cc2c1NC(=O)C(C)N1CCSCC1 (stereo unspecified)	x	x	-10	x	-5	4	-5.2	-3.0	32
CCOC(=O)Cn1c(=NC(=O)C2COc3ccccc3O2)sc2cc(S(N)(=O)=O)ccc21 (stereo unspecified)	2	1	-15	10	56*	-1	-0.2	0.1	4
CCc1noc(C)c1C(=O)N(Cc1ccccc1)c1c(N)n(CCOC)c(=O)[nH]c1=O	2	3	x	-7	x	-3	x	x	x
CN(C(=O)COC(=O)c1cc(F)c(F)cc1Cl)c1ccccc1	2	4	-8	-5	-2	-5	-3.4	-5.9	0
Cc1nc2ccc(NC(=O)c3cccs3)cc2c(=O)n1Cc1ccc(Cl)cc1	2	-2	-2	-2	-7	-13	-1.7	-1.6	-6
Cn1c(SCC(=O)Nc2cccc(Br)c2)nnc1-c1cc2ccccc2o1	1	3	-8	4	5	-5	-2.7	-3.8	6
COc1ccccc1CNC(=O)CS(=O)Cc1nc(-c2ccc(OC)c(OC)c2)oc1C (stereo unspecified)	1	6	-6	-9	0	-8	-1.3	-2.5	9
Cc1ccc(NC2CCCN(C(=O)c3cccs3)C2)cc1C (stereo unspecified)	-5	2	5	-7	0	-1	0.2	-1.6	5

Among those listed so far, 3 have bromine:
SMILES	IDE cell inh	IDE act	pCIP destab	CRFR2-BP antag	HCV NS3 hel inh	GalR3 antag	IMP-1 inhibitor	VIM-2 inhibitor	UBC9 SUMO inh
O=C(Cc1c(F)cccc1Cl)NNC(=O)c1ccc(Br)s1	-1	2	x	-2	x	-8	x	x	x
COc1ccc(Br)cc1/C=N/n1c(C)nnc1C	1	4	0	-4	7	-3	-3.2	-0.8	-14
Cn1c(SCC(=O)Nc2cccc(Br)c2)nnc1-c1cc2ccccc2o1	1	3	-8	4	5	-5	-2.7	-3.8	6

(further entries)
SMILES	IDE cell inh	IDE act	pCIP destab	CRFR2-BP antag	HCV NS3 hel inh	GalR3 antag	IMP-1 inhibitor	VIM-2 inhibitor	UBC9 SUMO inh
Cc1cc(C)cc(Oc2ccccc2C=O)c1	4	-1	-2	3	0	-5	-2.1	-3.0	-5
Cc1ccc2c(c1)C(CCN)C(=O)N2Cc1ccccc1 (stereo unspecified)	2	3	-4	-40	-2	-4	-1.3	-1.4	-18
O=C(CSc1ccc(F)cc1)Nc1ccc(N2CCOCC2)c(Cl)c1	0	-2	6	-18	-11	-1	-0.7	-0.8	7
COc1cc(CO)ccc1OCC(=O)N1CCc2ccccc21	3	2	-14	2	-3	0	-2.9	-2.7	10
COc1ccc(OCC(=O)Nc2ccc3c(c2)nc(CCN2CCCCC2)n3C)cc1	2	0	-4	-7	-11	-2	-3.1	-1.8	0
O=C1CCCC2=C1C(c1ccco1)Nc1ccc(C(=O)c3ccccc3)cc1N2 (stereo unspecified)	0	-11	-15	-15	19	-1	-5.0	-2.0	40
Cc1ccc(C(=O)Nc2nc3ccccc3[nH]2)cc1	-5	-1	6	0	1	-11	-5.7	-2.3	-10
CS(=O)(=O)c1ccc(C(=O)Nc2ccc(N3CCCC3)cc2)c(Cl)c1	0	1	4	14	1	1	-2.7	-2.1	-10
O=C(CCC1CCCCC1)NCCS(=O)(=O)N1CCN(c2ccccc2F)CC1	-5	5	x	3	x	-3	x	x	x
CC1(C)Cc2c(sc3nc(SCC(=O)O)[nH]c(=O)c23)CO1	-2	5	-7	15	-7	-3	-2.1	-0.6	27
Cc1ccc(Nc2c(-c3ccccc3)nc3cnccn23)cc1	-1	6	-2	23	-4	-6	-3.5	0.1	12
Cn1c(=O)c2c(nc(NCCCO)n2Cc2cccc(Br)c2)n(C)c1=O	2	-1	2	-10	-1	1	-1.8	-0.3	0
O=C(COC(=O)CN1CCSC1=O)Nc1ccc(F)cc1Cl	1	-1	x	-13	x	-3	x	x	x
Cc1cccc(-c2cnn(-c3cccc([N+](=O)[O-])c3)c2N)c1	-3	-5	-10	-11	-4	2	-2.2	-2.0	4
N#Cc1ccc(CSc2nnc(COc3ccccc3)n2-c2ccccc2)cc1	7	-4	-4	20	-6	-4	1.4	-1.7	4
COc1ccc(NC(=O)CCCSc2ccccc2)cc1	3	2	6	18	-3	-4	-0.5	-2.0	2
Cc1ccccc1OCC(=O)Nc1ccc(Cc2ccncc2)cc1	-2	1	-8	-5	-7	1	-2.3	-0.8	-2
CC1=NOC(=O)/C1=C/c1ccc2c(c1)OCO2	3	-1	-1	5	-1	0	-2.8	-1.6	2
COc1ccc(CCNC(=O)COc2ncnc3cc([N+](=O)[O-])ccc23)cc1	3	1	-14	-7	-7	-3	-1.8	-0.2	-3
Nc1ccc(C(=O)N/N=C/c2ccccc2)cc1	0	-2	-3	14	5	0	-2.5	-4.7	-9
Cc1cc(NC(=O)COc2coc(CN3CCN(c4ccccc4F)CC3)cc2=O)no1	-6	1	x	24	x	-2	x	x	x
O=C(O)CCCCCNC(=O)c1ccc(Br)cc1	3	-1	-1	-6	-4	-3	-4.0	-0.4	5
COc1ccc(CNC(=O)CCc2c[nH]c3ccccc23)cc1	-1	3	-21	-8	3	-1	2.6	3.7	0
O=C(O)c1ccc(CNCc2c(Cl)cccc2Cl)cc1	4	3	4	-10	6	-2	-3.5	-1.1	-9
Cc1cc2c(cc1C)C(c1cccc([N+](=O)[O-])c1)CC(=O)N2 (stereo unspecified)	4	-1	-8	-60	-7	-3	-2.9	1.0	-9
Cc1nc2scc(C)n2c(=O)c1S(=O)(=O)Nc1ccc(N2CCOCC2)c(Cl)c1	4	-4	-15	-3	8	-8	-2.5	-1.4	-4
Cc1ccc(S(=O)(=O)NCc2nc3ccccc3c(=O)n2N)cc1	6	-7	8	9	6	-3	-1.9	-0.1	12
Cc1cccc(C(=O)N2CCCC(N3CCN(c4cccc(Cl)c4)CC3)C2)n1 (stereo unspecified)	-1	1	-6	-15	3	-2	-1.1	-1.5	16
Cc1ccc(SCC(=O)N(C)C2CCS(=O)(=O)C2)c(C)c1 (stereo unspecified)	3	9	x	-3	x	-3	x	x	x
COc1ccc(-c2nnc3n2CCCCC3)cc1OC	8	2	0	-4	4	0	-4.1	-0.5	6
